# Bioassay records (PubChem BioAssay)
# RAD54 inh = inhibitors of human RAD54 branch migration; Q92698; RAD54 Holliday junction branch migration, FAM/BHQ fluorescence; inhibition, % at 10.4 µM; 0.14% of 360,000 active;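 active means mean normalized replicate activity at least 40 and at least half of replicates scoring 40 or more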;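 further: 0% = median of neutral control wells and 100% = median of positive control wells; inhibitors cause a drop in the FAM fluorescence signal; in these data hits start at about 50%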
# RAD52 anneal inh = RAD52 (human) annealing inhibition. inhibition, % at 18.7 µM. 0.46% of 360,000 active. recombinant RAD52 DNA annealing, FRET fluorescence;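 active means every replicate showing at least 50% inhibition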
# Target sequence (P43351 whole entry, looked up): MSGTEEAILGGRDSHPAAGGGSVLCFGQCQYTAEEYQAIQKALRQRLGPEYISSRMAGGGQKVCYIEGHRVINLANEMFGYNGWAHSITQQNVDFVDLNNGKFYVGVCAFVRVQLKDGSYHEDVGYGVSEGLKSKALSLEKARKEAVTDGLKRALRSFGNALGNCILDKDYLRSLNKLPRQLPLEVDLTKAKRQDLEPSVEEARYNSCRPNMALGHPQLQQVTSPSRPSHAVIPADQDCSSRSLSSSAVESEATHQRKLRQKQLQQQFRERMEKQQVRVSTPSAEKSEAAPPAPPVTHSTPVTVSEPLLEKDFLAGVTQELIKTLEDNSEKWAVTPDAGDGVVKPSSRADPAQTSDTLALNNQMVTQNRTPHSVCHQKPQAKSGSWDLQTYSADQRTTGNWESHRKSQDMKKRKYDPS
# FN deposition inh = fibronectin deposition inhibition; AH1F fibroblasts, Alexa488-fibronectin deposition fluorescence, overnight; inhibition, % at 12.6 µM; 0.086% of 350,000 active;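 active means mean inhibition across replicates of 30% or more, regardless of how many single replicates reach that level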;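 further: positive control wells lacked labelled fibronectin entirely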
#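 Material: AH1F fibroblasts assembling fluorescent fibronectin matrix; amount: 10000 AH1F cells/well; medium: DMEM, 2% serum; reagent: Alexa488-fibronectin, 24 nM final in well; dosing: single compound dose, delivered by pin transfer; incubation: 1 h adhesion, overnight exposure; detection: fluorescence after three HBSS washes, excitation 485 nm, emission 525 nm; measure: fibronectin deposition inhibition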
# E-selectin induc = E-selectin induction on HUVECs | P16581 | HUVEC E-selectin immunofluorescence imaging; normalized: neutral wells 0, TNF-alpha wells 100 | activation, % at 7.58 µM | 0.37% of 260,000 active;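 active means mean E-selectin-positive cell signal at least 10% of the positive control, reached in at least 60% of replicates, without over 20% cell loss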;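 further: in these data hits start at about 27%; measured in HUVEC primary endothelial cells; signal is the percent of cells scored E-selectin positive by PE staining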
# Target sequence (P16581 whole entry, looked up): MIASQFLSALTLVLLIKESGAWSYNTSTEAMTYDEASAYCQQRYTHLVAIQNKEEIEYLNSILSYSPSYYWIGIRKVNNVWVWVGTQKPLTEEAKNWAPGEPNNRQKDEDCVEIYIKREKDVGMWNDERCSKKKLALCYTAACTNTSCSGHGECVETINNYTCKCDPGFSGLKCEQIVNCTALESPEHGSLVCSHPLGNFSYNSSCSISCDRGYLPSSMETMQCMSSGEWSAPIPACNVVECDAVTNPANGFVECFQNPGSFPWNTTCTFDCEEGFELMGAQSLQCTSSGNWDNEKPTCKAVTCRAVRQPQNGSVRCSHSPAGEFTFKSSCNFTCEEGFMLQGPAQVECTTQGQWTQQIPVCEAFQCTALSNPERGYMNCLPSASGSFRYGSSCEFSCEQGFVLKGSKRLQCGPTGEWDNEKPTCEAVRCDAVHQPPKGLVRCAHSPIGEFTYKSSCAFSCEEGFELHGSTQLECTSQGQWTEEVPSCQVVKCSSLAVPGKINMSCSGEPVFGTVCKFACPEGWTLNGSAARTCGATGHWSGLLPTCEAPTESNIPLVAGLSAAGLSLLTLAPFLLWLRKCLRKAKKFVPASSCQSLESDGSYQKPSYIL
#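 System: HUVEC, human umbilical vein endothelial cells; quantity: 3,000 cells/well; buffer or medium: EGM-2 medium, gelatin-coated wells; dosing: single-point compound dose; detection: immunofluorescence imaging; evaluation: % PE-positive cells; benchmarks: TNF-alpha, DMSO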
# EWS-Fli inh = inhibitors of EWS/Fli oncoprotein transcriptional activity; A673 NR0B1-luciferase reporter, viability-normalised; inhibition, % at 12.6 µM; 0.67% of 350,000 active; AID 651661;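 active means mean inhibition of at least 50% after viability correction, with every replicate also passing that limit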;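 further: firefly luciferase signal divided by Alamar Blue viability fluorescence both relative to DMSO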
# esBAF inh = inhibitors of esBAF chromatin remodeling in mouse ES cells. AID 602393. reporter increase, % at 12.5 µM. 2% of 350,000 active. Bmi1-luciferase knock-in reporter, 24 h; 100% = twice the neutral-well signal; in the data active means activation above about 40%;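 further: 0% = median of the plate's neutral control wells and 100% = double that signal; a rise in the Bmi1 reporter signal indicates esBAF inhibition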
# S100A4 MyoIIA = inhibitors of human S100A4 binding to myosin IIA peptide; P26447; S100A4/TAMRA-MyoIIA peptide fluorescence polarization; inhibition, % at 10.7 µM; 0.14% of 360,000 active; AID 652163;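 active means mean inhibition of at least 70% across replicates, with every replicate also reaching that level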
#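 Material: S100A4 monomer (human). Medium: Calcium-containing HEPES buffer, pH 7.2. Probe or stimulus: labelled myosin peptide probe, 5 nM. Compound dosing: one concentration per compound. Timing: polarization read 5 min after assay mix addition, stable 5–60 min. Benchmarks: DMSO as neutral control, TFP as positive control.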
# Xi reactivation = activators of X-chromosome reactivation in mouse fibroblasts; XiGFP mouse fibroblasts, % GFP-positive cells imaging, 3 d; cells co-treated with 5-aza-dC sensitizer; scaled so ellipticine positive control = 100%; activation, % at 7.58 µM; 0.055% of 360,000 active; AID 743238;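 active means mean normalized replicate activation at least 10% and every replicate at or above 10%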;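 further: 0% = median of on-plate neutral control wells and 100% = ellipticine 6 µM median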
#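 Material: XiGFP fibroblasts, SV40-immortalized; Buffer or medium: DMEM containing 5-aza-dC; Compound dosing: single point; Times: 3 days compound exposure.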
# * hit, by the source's call; . = no result given.
SMILES,RAD54 inh,RAD52 anneal inh,FN deposition inh,E-selectin induc,EWS-Fli inh,esBAF inh,S100A4 MyoIIA,Xi reactivation
N#Cc1ccc(CN2C(=O)NC3(CCCCCC3)C2=O)cc1,-1,-10,2,-0.1,5,0,1,0.0
CCOC(=O)C1=C(COC(=O)CCOc2cccc(C)c2)NC(=O)NC1C (stereo unspecified),-9,-7,-3,-2.6,-5,-2,-14,-0.1
COc1nc(N(C)C)nc(N(C)c2cc(Cl)cc(Cl)c2)n1,8,-16,-2,.,13,1,-2,0.2
CCOC(=O)c1cc(-c2nnc(-c3ccc(Cl)cc3)o2)c(C)nc1C,5,-12,-6,-0.1,0,4,-6,0.3
Cc1ccc(Cn2c(C)c(C(=O)NCc3ccc(Cl)c(Cl)c3)sc2=O)cc1,-7,-23,7,.,-8,0,12,-0.1
CCN1CCN(C(=O)CN(C)S(=O)(=O)c2cc(C)ccc2OC)CC1,.,-16,15,.,4,-7,-11,0.0
C[C@H](CO)N1C[C@H](C)[C@H](CN(C)C(=O)c2cccnc2)Oc2ncc(-c3ccc(C(=O)N(C)C)cc3)cc2C1=O,-3,1,.,.,-8,0,-32,0.6
CC(=O)Nc1cccc(Oc2ncnc3scc(-c4ccc(C(C)C)cc4)c23)c1,-4,.,2,1.9,.,-4,.,0.3
O=C1OC[C@H]2CCCC[C@@H](CO)ON12,3,2,0,0.1,11,-6,0,0.0
COc1ccc(-c2cc(C)no2)cc1S(=O)(=O)N1CCCN(Cc2ccc(F)cc2)C1,-7,-14,-21,.,.,0,3,0.0
C[C@@H]1CN([C@H](C)CO)C(=O)c2c(c3ccccc3n2C)-c2ccccc2CO[C@@H]1CN(C)Cc1ccc(Cl)c(Cl)c1,.,7,-2,-3.6,9,.,8,-0.6
COc1ccc(C(=O)Nc2cc(C(F)(F)F)ccc2-n2cnc3ccccc32)cc1,9,-13,-2,-1.4,12,.,-4,1.6
O=C(CC[C@H]1O[C@@H](n2ccc(=O)[nH]c2=O)[C@H](O)[C@@H]1O)N[C@H](Cc1ccccc1)C(=O)NC1CCCCC1,9,-4,-9,-1.5,-7,-1,-6,.
C[C@@H]1CN(Cc2nc(Cc3ccccc3F)no2)C[C@H](C)O1,.,-3,1,.,-4,.,4,0.0
CCOC(=O)C1CCN(S(=O)(=O)c2c(C)[nH]c(C)c2C(=O)N2CCCCC2)CC1,-2,-11,-6,.,4,2,2,0.1
CCOC(=O)/C(C#N)=C/c1cccc(C)c1,-1,-1,3,.,0,8,-1,0.0
COC(=O)c1ccccc1NC(=O)c1ccc(NC(=O)C2CCCO2)cc1 (stereo unspecified),-13,-10,5,0.2,.,.,0,0.0
O=C(Nc1ccc(NC(=O)c2ccco2)nc1)c1ccco1,.,-41,.,.,40,.,8,0.0
C[C@@H]1CCCCO[C@H](CN(C)C(=O)Nc2cccc3ccccc23)[C@H](C)CN([C@@H](C)CO)C(=O)c2cc(NC(=O)C3CCCCC3)ccc2O1,4,-16,.,2.0,0,9,13,-0.5
O=[N+]([O-])c1ccccc1S(=O)(=O)Nc1cccnc1,-5,2,4,.,0,4,1,0.3
C[C@@H]1CCCCO[C@H](CN(C)C(=O)C2CCCCC2)[C@@H](C)CN([C@@H](C)CO)C(=O)c2cc(NC(=O)Nc3ccccc3)ccc2O1,-2,-21,-7,0.1,3,7,8,0.4
COc1ccc(NC(=O)C2(C)CCN2C(=O)Cc2ccccc2)cc1OC (stereo unspecified),-5,2,-18,-0.1,-1,-16,12,0.0
Cc1cc(C)cc(N(CCC#N)C(=O)CSc2nc3nc(C)cc(C)n3n2)c1,-1,7,.,.,4,-3,3,.
COc1ccc2oc(C(=O)N(C)Cc3ccc4c(c3)OCCO4)c(C)c2c1,-7,-8,-9,0.2,-10,16,-1,0.1
C[C@H]1CN([C@@H](C)CO)C(=O)c2cc(NC(=O)CCCN(C)C)ccc2O[C@@H]1CN(C)Cc1ccc(-c2ccccc2)cc1,-4,28,15,-10,7,-6,-28,-1.2
C[C@@H]1CCCCO[C@H](CN(C)S(=O)(=O)c2ccc(F)cc2)[C@@H](C)CN([C@H](C)CO)C(=O)c2cc(N(C)C)ccc2O1,0,-27,-15,0.2,0,0,-6,0.1
Cc1cc(C(=O)CN2C(=O)c3ccccc3C2=O)c(C)n1Cc1cccs1,-15,-19,.,.,47,-27,8,.
COc1cccc(NC(=O)c2cc(-c3ccccn3)nc3ccccc23)c1,3,-19,12,0.6,-2,11,-4,0.1
COc1ccc(CNC(=O)C[C@H]2C=C[C@@H](NC(=O)c3cccc(F)c3)[C@@H](CO)O2)cc1,6,-12,-4,2.0,2,-11,-32,0.7
COc1cc(CCC(=O)OCC(=O)Nc2ccccc2C(C)C)cc(OC)c1OC,1,.,-1,.,.,-3,.,0.1
CCCNC(=O)N1CCC2(CC1)CN(C(=O)COC)[C@H](CO)c1c2c2ccc(OC)cc2n1C,.,8,.,0.5,2,.,6,0.2
CN1CCCCN2[C@H](CO)[C@@H](c3ccc(Br)cc3)[C@H]2C1,3,-3,.,0.2,-8,-3,-10,0.2
COc1ccc(S(=O)(=O)N(C)C[C@@H]2Oc3c(NC(=O)NC4CCCCC4)cccc3C(=O)N([C@H](C)CO)C[C@H]2C)cc1,-1,17,-5,-2.8,-3,0,10,-0.8
NC(=O)[C@@H]1CC2(CC(c3cccc(NC(=O)COc4ccc(Cl)cc4)c3)=NO2)CN1C(=O)c1ccccc1 (stereo partly specified),4,-2,1,0.2,11,6,6,0.1
CN(c1ccccc1)c1nc(N)c(C#N)c(CC#N)c1C#N,11,.,3,-0.2,.,4,.,0.0
O=C(Cn1c(C(F)(F)F)nc2ccccc21)Nc1ccccc1C(=O)O,1,-21,9,.,8,-13,0,0.0
Cc1cc(C)c2nc(C)cc(N/N=C/c3ccc(O)cc3)c2c1,119*,94*,10,.,67*,-88,6,1.6
CCOC(=O)[C@]12CCCC=C1N(Cc1ccco1)C(=O)[C@H](CC(=O)NCc1cccs1)C2,.,-19,6,-0.1,-3,.,-1,0.0
CC(C)(C)c1ccc(C(=O)NN2CCOCC2)cc1,8,-11,0,-2.7,1,.,-8,0.1
CCc1ccc(CCC(=O)Nc2ncc(Cc3ccccc3Cl)s2)o1,-10,-26,-24,2.8,32,.,0,2.2
C[C@@H]1CN([C@@H](C)CO)C(=O)Cc2cc(NC(=O)CCC(F)(F)F)ccc2O[C@@H]1CN(C)S(=O)(=O)c1ccc(Cl)cc1,-6,-15,2,-0.1,-4,9,-30,0.3
O=C(NCc1ccco1)c1cccnc1-c1nc2ccccc2s1,-18,-17,-9,.,.,-14,2,.
O=C(Cn1nc2ccccc2n1)N/N=C/c1cc(Cl)cc([N+](=O)[O-])c1O,.,-5,-5,.,12,1,8,0.8
COc1ccc(CNS(=O)(=O)c2ccc3c(c2)NC(=O)C(C)S3)cc1 (stereo unspecified),-4,-2,0,.,.,-10,-3,0.0
C[C@H]1CN([C@@H](C)CO)C(=O)c2cc(NC(=O)NC3CCCCC3)ccc2O[C@H]1CN(C)C,-16,-3,.,.,-1,-2,4,-0.8
Cc1ccc(S(=O)(=O)N(C)C[C@@H]2Oc3cc(C#CC4CCCC4)ccc3S(=O)(=O)N([C@@H](C)CO)C[C@@H]2C)cc1,0,7,-20,-0.2,17,5,4,0.0
Cc1cc(C2=CC(=O)C[C@H](c3ccc(F)cc3)C2)ccc1F,-17,7,8,-0.7,-1,19,4,0.0
Cc1n[nH]c(C)c1CN(C)C(=O)c1cc(COc2ccc(F)c(F)c2)on1,3,-21,-5,.,.,30,1,0.0
Cc1noc(C)c1S(=O)(=O)Nc1ccc2c(c1)C(=O)N([C@H](C)CO)C[C@H](C)[C@@H](CN(C)C(=O)CCC(F)(F)F)OCCCC[C@H](C)O2,6,1,.,-0.1,8,7,-11,0.1
CCOC(=O)CNC(=O)CSc1ccc2nnc(-c3ccc(F)cc3)n2n1,.,1,-7,-0.2,10,.,27,0.1

# Eleven compounds out of the list, ordered by number of heavy atoms, highest first:
SMILES,RAD54 inh,RAD52 anneal inh,FN deposition inh,E-selectin induc,EWS-Fli inh,esBAF inh,S100A4 MyoIIA,Xi reactivation
Cc1noc(C)c1S(=O)(=O)Nc1ccc2c(c1)C(=O)N([C@H](C)CO)C[C@H](C)[C@@H](CN(C)C(=O)CCC(F)(F)F)OCCCC[C@H](C)O2,6,1,.,-0.1,8,7,-11,0.1
C[C@@H]1CN([C@@H](C)CO)C(=O)Cc2cc(NC(=O)CCC(F)(F)F)ccc2O[C@@H]1CN(C)S(=O)(=O)c1ccc(Cl)cc1,-6,-15,2,-0.1,-4,9,-30,0.3
Cc1ccc(S(=O)(=O)N(C)C[C@@H]2Oc3cc(C#CC4CCCC4)ccc3S(=O)(=O)N([C@@H](C)CO)C[C@@H]2C)cc1,0,7,-20,-0.2,17,5,4,0.0
C[C@H]1CN([C@@H](C)CO)C(=O)c2cc(NC(=O)NC3CCCCC3)ccc2O[C@H]1CN(C)C,-16,-3,.,.,-1,-2,4,-0.8
CCOC(=O)CNC(=O)CSc1ccc2nnc(-c3ccc(F)cc3)n2n1,.,1,-7,-0.2,10,.,27,0.1
O=C(Cn1nc2ccccc2n1)N/N=C/c1cc(Cl)cc([N+](=O)[O-])c1O,.,-5,-5,.,12,1,8,0.8
COc1ccc(CNS(=O)(=O)c2ccc3c(c2)NC(=O)C(C)S3)cc1 (stereo unspecified),-4,-2,0,.,.,-10,-3,0.0
O=C(NCc1ccco1)c1cccnc1-c1nc2ccccc2s1,-18,-17,-9,.,.,-14,2,.
Cc1cc(C)c2nc(C)cc(N/N=C/c3ccc(O)cc3)c2c1,119*,94*,10,.,67*,-88,6,1.6
Cc1cc(C2=CC(=O)C[C@H](c3ccc(F)cc3)C2)ccc1F,-17,7,8,-0.7,-1,19,4,0.0
CC(C)(C)c1ccc(C(=O)NN2CCOCC2)cc1,8,-11,0,-2.7,1,.,-8,0.1

# Further results.
SMILES,RAD54 inh,RAD52 anneal inh,FN deposition inh,E-selectin induc,EWS-Fli inh,esBAF inh,S100A4 MyoIIA,Xi reactivation
CC(=O)NNC(=O)CSc1nnc(-c2ccccc2)c(-c2ccccc2)n1,-25,-25,4,0.1,3,-7,-14,0.2
CC1CCN(C(=O)Cn2nc(C(F)(F)F)c3c2CCCC3)CC1,9,.,1,-0.1,.,6,.,.
COc1ccc(CC(=O)NNC(=O)CSc2ccc(C)cc2)cc1,-1,-16,0,0.7,3,-4,-4,0.2
COCCNC(=O)C(c1ccc(Cl)cc1)N(Cc1ccco1)C(=O)CCC(=O)Nc1ccccn1 (stereo unspecified),-6,-14,5,0.1,-5,-2,-3,0.0
CC(C)C#Cc1ccc2c(c1)O[C@@H](CN(C)C)[C@H](C)CN([C@H](C)CO)S2(=O)=O,.,.,.,0.3,4,8,.,-1.0
O=C(c1ccc2nc(Cc3ccccc3F)oc2c1)N1CCCC1,5,-3,13,.,.,.,1,0.1
CNc1nc(OC)nc(N(C#N)CN2C(=O)c3ccccc3S2(=O)=O)n1,.,-14,-2,.,5,.,1,0.0
COc1ccc(C(=O)O/N=C2\CCS(=O)(=O)c3sccc32)cc1,-5,0,-2,.,-9,-8,7,0.0
